# SRC1 inh = SRC1 coactivator transcriptional activity inhibitors, primary screen, cell-based, luminescence; 360,000 compounds, 0.12% hits; HEK293 GAL4-SRC1 luciferase reporter; AID 588354, 2011; Nuclear receptor coactivator 1 (Homo sapiens), Q15788; inhibition, % at 3.6 µM;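 active means inhibition above the campaign mean plus 3 SD, with each screening campaign given its own cutoff, cut at about 60% in these data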;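 further: 0% = DMSO treated cells and 100% = gossypol at 36 µM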
# Target sequence (Q15788 whole entry, looked up, the tested form may be a part): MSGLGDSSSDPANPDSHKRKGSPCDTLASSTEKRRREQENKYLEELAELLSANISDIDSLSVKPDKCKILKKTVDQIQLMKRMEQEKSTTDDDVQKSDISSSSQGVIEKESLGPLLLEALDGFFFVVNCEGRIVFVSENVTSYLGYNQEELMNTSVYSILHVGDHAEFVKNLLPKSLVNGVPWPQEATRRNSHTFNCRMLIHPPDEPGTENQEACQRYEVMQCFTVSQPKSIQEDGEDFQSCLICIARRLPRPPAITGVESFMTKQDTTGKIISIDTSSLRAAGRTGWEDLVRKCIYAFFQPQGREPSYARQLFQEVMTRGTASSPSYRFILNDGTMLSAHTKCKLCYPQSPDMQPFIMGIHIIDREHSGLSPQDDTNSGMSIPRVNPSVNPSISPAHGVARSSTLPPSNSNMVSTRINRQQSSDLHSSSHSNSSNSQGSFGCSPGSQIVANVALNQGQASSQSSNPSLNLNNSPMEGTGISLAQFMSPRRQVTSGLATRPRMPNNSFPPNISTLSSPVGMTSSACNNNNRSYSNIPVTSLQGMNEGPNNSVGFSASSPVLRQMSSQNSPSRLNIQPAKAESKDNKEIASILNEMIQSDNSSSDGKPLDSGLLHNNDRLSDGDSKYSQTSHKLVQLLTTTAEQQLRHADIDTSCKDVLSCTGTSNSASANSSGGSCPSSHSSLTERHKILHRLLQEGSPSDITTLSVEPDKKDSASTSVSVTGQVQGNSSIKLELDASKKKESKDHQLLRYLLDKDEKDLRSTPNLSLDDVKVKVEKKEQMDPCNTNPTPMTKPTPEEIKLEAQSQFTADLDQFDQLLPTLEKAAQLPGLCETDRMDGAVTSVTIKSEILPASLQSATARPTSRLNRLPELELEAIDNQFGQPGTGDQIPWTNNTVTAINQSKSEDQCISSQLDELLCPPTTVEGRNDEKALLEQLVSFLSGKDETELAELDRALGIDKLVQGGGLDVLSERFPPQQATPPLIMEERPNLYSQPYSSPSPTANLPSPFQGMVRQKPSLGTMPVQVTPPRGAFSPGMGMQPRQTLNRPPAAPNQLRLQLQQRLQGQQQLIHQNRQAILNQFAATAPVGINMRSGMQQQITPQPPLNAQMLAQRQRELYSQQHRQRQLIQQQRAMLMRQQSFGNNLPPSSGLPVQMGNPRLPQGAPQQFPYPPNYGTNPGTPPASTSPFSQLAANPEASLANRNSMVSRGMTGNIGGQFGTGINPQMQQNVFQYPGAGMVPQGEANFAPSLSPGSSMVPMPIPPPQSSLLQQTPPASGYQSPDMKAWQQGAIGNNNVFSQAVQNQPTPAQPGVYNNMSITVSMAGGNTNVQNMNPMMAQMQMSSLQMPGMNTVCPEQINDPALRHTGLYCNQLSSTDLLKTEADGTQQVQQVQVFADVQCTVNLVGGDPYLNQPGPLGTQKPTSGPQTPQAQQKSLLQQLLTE
# NR5A2 inv ag = LRH-1 (NR5A2) inverse agonists, primary screen, cell-based, luminescence, HEK293T, StAR-luciferase reporter; inhibition, % at 3.6 µM; Nuclear receptor subfamily 5 group A member 2 (Homo sapiens), O00482; 360,000 compounds, 0.13% hits; LRH-1 transfected, 24 h;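 active means inhibition above the mean inhibition of all tested compounds plus 3 SD, cut at about 73% in these data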;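 further: 0% = DMSO wells and 100% = reporter-only cells lacking LRH-1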
# NR2F2 inh = NR2F2 transcriptional activity inhibitors, primary screen, cell-based, luciferase reporter, HEK293T, luminescence; COUP transcription factor 2 (Homo sapiens), P24468; HEK293T NGFI-A luciferase reporter; inhibition, % at 8.6 µM; 370,000 compounds, 0.7% hits; AID 686940, 2013;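 active means inhibition above a per-plate cutoff, mean inhibition of test wells between control levels plus 3 SD, cut at about 38% in these data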;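 further: cells cotransfected with COUP-TFII expression vector driving the NGFI-A reporter; 0% = median of COUP-TF2 test wells and 100% = reporter-only cells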
# MC4R antag cAMP = MC4R antagonists of cAMP signaling, primary screen, cell-based, TR-FRET, antagonist arm of biased-ligand search; Melanocortin receptor 4 (Homo sapiens), P32245; MC4R-expressing cells, MTII-stimulated cAMP, LANCE TR-FRET; inhibition, % at 6.5 µM; 360,000 compounds, 0.48% hits; AID 540295, 2011;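 active means inhibition above its plate's cutoff, the mean of tested wells on that plate plus 3 SD, cut at about 29% in these data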;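 further: 0% = Melanotan II alone and 100% = Melanotan II plus saturating MCL0020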
#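 material = U2OS cells stably expressing human melanocortin 4 receptor (MC4R) | also added = Melanotan II challenge | dosing = single nominal compound dose of 6.5 µM | detection = TR-FRET with Eu-cAMP and labeled anti-cAMP, 671 nm | replication = singlicate | timing = compound 30 min, challenge 1 h, detection 1 h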
# ABHD5 PLIN5 PPI = ABHD5-PLIN5 interaction inhibitors, primary screen, cell lysate, split luciferase complementation, luminescence | Perilipin-5 (Homo sapiens) + 1-acylglycerol-3-phosphate O-acyltransferase ABHD5 (Homo … | Split G. princeps luciferase complementation, 4 h | inhibition, % at 4 µM | 360,000 compounds, 0.78% hits;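 active means inhibition above the mean inhibition across every tested compound plus 3 SD, cut at about 22% in these data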;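 further: 0% = DMSO only wells and the 100% control is not disclosed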
# NCOA2 inhibitor = inhibition of GAL4-SRC2 driven luciferase reporter, primary screen, SRC2 inhibitor project, cell-based, luminescence; inhibition, % at 9 µM; HEK293 GAL4-SRC2 luciferase reporter; 370,000 compounds, 0.17% hits; AID 651957, 2012;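 active means inhibition above the mean inhibition of all tested compounds plus 3 SD, set per campaign, cut at about 52% in these data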;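 further: 0% = DMSO treated cells and 100% = cells given Gossypol at 36 µM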
# LMP1 NFkB inh = EBV LMP1-driven NF-kappaB luciferase reporter inhibitors, primary screen, cell-based, luminescence, single point; LMP1-induced NF-kappaB luciferase reporter cells; inhibition, % at 12.5 µM; 350,000 compounds, 0.69% hits; AID 504558, 2011; in the data active means inhibition above about 41%;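 further: 0% = neutral control wells and 100% = reference inhibitor control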
# SRC3 inh = SRC3 coactivator transcriptional activity inhibitors, primary screen, cell-based, luminescence; Nuclear receptor coactivator 3 (Homo sapiens), Q9Y6Q9; HEK293 GAL4-SRC3 luciferase reporter; inhibition, % at 3.6 µM; 360,000 compounds, 0.17% hits; AID 588352, 2011;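 active means inhibition above a per-campaign cutoff, the mean of all compounds plus 3 SD, cut at about 60% in these data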;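 further: 0% = DMSO-treated cells and 100% = gossypol-treated cells at 36 µM; higher means less SRC3-driven luciferase light from the GAL4 reporter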
# NOD2-RIPK2 inh = NOD2-RIPK2 binding disruptors in cells, primary screen, fluorescence, CHO cells, BLA complementation; Receptor-interacting serine/threonine-protein kinase 2 (Homo sapiens), O43353; CCF4 ratio; inhibition, % at 4.98 µM; 360,000 compounds, 0.38% hits; AID 624267, 2012; in the data active means inhibition above about 21%;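 further: 0% = vehicle only and 100% = reference blocker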
# TLR9-MyD88 block = inhibitors of TLR9-MyD88 association in cells, primary screen, cell-based, CHO, BLA complementation, fluorescence; CCF4 FRET ratio; inhibition, % at 4.98 µM; 340,000 compounds, 0.21% hits; AID 504734, 2011;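 active means inhibition above the mean over all tested compounds plus 3 SD, cut at about 21% in these data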;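 further: 0% = DMSO only wells and 100% = clavulanate BLA inhibitor control wells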
# MC4R ag barr = MC4R agonists recruiting beta-arrestin, primary screen, cell-based, luminescence, agonist arm of biased-ligand search; U2OS MC4R beta-arrestin complementation; percent of melanotan II response, DMSO zero; 360,000 compounds, 0.98% hits; Melanocortin receptor 4 (Homo sapiens), P32245; activation, % at 8.9 µM;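 active means activation above a per-plate cutoff, the mean activation of sample wells on that plate plus 3 SD, cut at about 8% in these data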
# * hit, by the source's call; nt = not tested or not shown. These rows are one share of the data; rates above refer to the full screens.
# The opening three compounds, ahead of the listing:
structure | SRC1 inh | NR5A2 inv ag | NR2F2 inh | MC4R antag cAMP | ABHD5 PLIN5 PPI | NCOA2 inhibitor | LMP1 NFkB inh | SRC3 inh | NOD2-RIPK2 inh | TLR9-MyD88 block | MC4R ag barr
Cc1ccccc1NC(=O)N1CCN(S(=O)(=O)c2ccccc2)CC1 | -13 | 19 | -14 | 2 | -1 | -5 | -4 | 12 | 6 | -6 | -1.1
Cc1ccc(CNC(=O)c2cc3c(=O)n4ccccc4nc3n(CC3CCCO3)c2=N)cc1 (stereo not given) | 13 | 0 | nt | 3 | 6 | nt | -4 | 3 | -25 | -10 | -0.9
CC1CCCCN1C(=O)CSc1nc(C2CC2)nc2c1cnn2-c1ccccc1 (stereo not given) | 0 | -3 | -14 | 3 | -9 | -7 | 4 | 10 | -15 | -2 | -1.0

# The listing, from the first entry:
structure | SRC1 inh | NR5A2 inv ag | NR2F2 inh | MC4R antag cAMP | ABHD5 PLIN5 PPI | NCOA2 inhibitor | LMP1 NFkB inh | SRC3 inh | NOD2-RIPK2 inh | TLR9-MyD88 block | MC4R ag barr
Cc1ccccc1NC(=O)N1CCN(S(=O)(=O)c2ccccc2)CC1 | -13 | 19 | -14 | 2 | -1 | -5 | -4 | 12 | 6 | -6 | -1.1
Cc1ccc(CNC(=O)c2cc3c(=O)n4ccccc4nc3n(CC3CCCO3)c2=N)cc1 (stereo not given) | 13 | 0 | nt | 3 | 6 | nt | -4 | 3 | -25 | -10 | -0.9
CC1CCCCN1C(=O)CSc1nc(C2CC2)nc2c1cnn2-c1ccccc1 (stereo not given) | 0 | -3 | -14 | 3 | -9 | -7 | 4 | 10 | -15 | -2 | -1.0
COc1ccccc1-c1ccc2c(c1)C(C)(Cc1ccc(OC(F)(F)F)cc1)C(=O)N2 (stereo not given) | -1 | 15 | 29 | 9 | -15 | -15 | nt | -13 | -4 | nt | -3.1
COc1ccccc1NC(=S)N1CCN(C/C=C/c2ccccc2)CC1 | 2 | -4 | -2 | 10 | -8 | -14 | 2 | 17 | -3 | -7 | -1.0
COc1ccc(OC)c(NC(=O)COC(=O)COc2ccc(Nc3ccccc3)cc2)c1 | -17 | -19 | 3 | 5 | -8 | -21 | 70* | -16 | 1 | -6 | -1.9
CCCNC(=O)N1CCN(S(=O)(=O)c2ccc3c(c2)OCCO3)CC1 | -5 | 1 | -8 | 17 | -4 | -38 | 3 | 16 | 0 | -5 | -1.2
Cc1nc2ccccn2c1-c1csc(Nc2ccc(C(=O)O)cc2)n1 | 3 | 16 | 9 | -28 | -10 | -27 | -26 | 6 | 15 | 0 | -2.3
C=CCn1c(COc2cc(C)ccc2C(C)C)nnc1SCC(=O)c1c(N)n(C)c(=O)n(C)c1=O | 5 | 18 | 23 | 7 | -4 | -12 | 12 | 9 | 3 | -10 | 9.7*
O=C(Cc1ccc(S(=O)(=O)N2CCCC2)s1)N1CCOCC1 | -7 | -2 | -9 | 4 | -3 | -23 | 2 | -25 | -5 | -7 | -1.7
CC(C)Cn1c(N)c(C(=O)COC(=O)c2cnc(Cl)c(Cl)c2)c(=O)n(C)c1=O | -26 | -4 | -4 | 26 | 3 | 0 | 13 | 2 | -2 | -3 | -2.6
C/C(=N/NC(=O)c1ccc(Br)o1)c1cccc(NC(=O)c2ccc(C)o2)c1 | -57 | -102 | -51 | 5 | 6 | -16 | 4 | -52 | -7 | -13 | -0.9
CCN1CCN(C(c2cccc(OC)c2OC)c2nnnn2Cc2ccco2)CC1 (stereo not given) | -9 | 17 | -3 | 2 | -2 | 0 | -5 | 14 | 5 | -3 | -1.7
CCCn1c(C(C)NS(=O)(=O)c2ccccc2)n[nH]c1=S (stereo not given) | 6 | -5 | 11 | 1 | -8 | -17 | 0 | -6 | -12 | -7 | -3.1
O=C(CSc1nccn1Cc1ccc(F)cc1)NC1CCCCC1 | 2 | 2 | 2 | 5 | -5 | 8 | 1 | 10 | -2 | 1 | -0.9
CNC(=O)COC(=O)/C=C/c1cn(-c2ccccc2)nc1-c1ccc2c(c1)OCCO2 | 3 | 5 | -19 | 5 | -5 | -4 | -3 | 19 | 3 | 10 | -1.4
CCCCN1C[C@H](c2ccc(OC)cc2)[C@@H](CC(=O)Nc2ccc(Br)cc2)C1=O | -19 | 4 | 1 | -4 | -7 | -11 | -1 | -1 | 11 | -10 | -0.6
CS(=O)(=O)N(CC(=O)N1CCCC1)c1ccccc1Br | 9 | -25 | -10 | 10 | 3 | 15 | -2 | -7 | -7 | -6 | 0.8
O=C(CSc1nc2ccccc2o1)c1cc2ccccc2oc1=O | -58 | -64 | -28 | -1 | -4 | -64 | 0 | -58 | 5 | 0 | -0.1
CC12C(=O)N(CCC(=O)O)C(=O)C1C1C=CC2C1 (stereo not given) | -19 | 6 | 2 | 2 | 3 | -16 | 8 | -14 | 9 | 7 | -1.1
CCOc1ccc(OCC)c(-c2c(=O)n(OCc3ccccc3C(=O)OC)c3ccccc3[n+]2[O-])c1 | -13 | -5 | 7 | 14 | 2 | -2 | -1 | -4 | -4 | -5 | -0.1
O=C(NNC(=O)c1cc(-c2cccc(Br)c2)nc2ccccc12)c1csc(N2CCOCC2)n1 | -3 | -11 | 7 | 6 | 7 | -5 | -3 | 15 | -5 | 6 | -4.5
CCN(CC)S(=O)(=O)c1ccc(S(=O)(=O)N2CCC(N3CCCCC3)CC2)cc1 | -18 | -12 | -4 | 10 | 6 | 18 | -20 | 12 | 6 | -5 | 0.1
CO/N=C/c1cccn1-c1nccc(OC)c1C#N | 3 | 12 | -19 | -7 | 4 | -36 | -1 | 8 | -3 | nt | -1.3
O=C(Nc1cccc2ncccc12)c1ccc2c(c1)OCCO2 | -6 | -12 | -17 | -1 | -4 | -3 | 9 | -4 | -9 | -12 | 1.5
CCCc1nnc(NC(=O)CCC(=O)NCCc2ccc(Cl)cc2)s1 | -25 | 1 | 16 | 6 | 4 | 11 | -1 | 7 | -15 | -2 | -0.6
S=C(Nc1ccccc1Cl)N1CCCC1 | -2 | -1 | -5 | 2 | -1 | 22 | 12 | 16 | 6 | 0 | -0.6
O=C(OCC(=O)N1CCCC1)c1ccc(O)cc1 | -21 | -5 | -16 | 7 | 4 | -4 | 1 | -5 | -10 | -1 | -1.6
CN(C)c1ccc(CNn2cnnc2SCc2ccc(F)cc2)cc1 | -19 | -17 | 4 | 16 | 1 | 8 | 7 | -18 | -13 | 9 | 0.6
Cn1c(=O)[nH]c(=O)c2c1nc(NCCCn1ccnc1)n2CCOc1ccccc1 | 8 | 6 | -3 | -3 | 2 | -18 | -1 | -18 | 0 | 1 | 1.1

# Further results
mol	SRC1 inh	NR5A2 inv ag	NR2F2 inh	MC4R antag cAMP	ABHD5 PLIN5 PPI	NCOA2 inhibitor	LMP1 NFkB inh	SRC3 inh	NOD2-RIPK2 inh	TLR9-MyD88 block	MC4R ag barr
CC(C)CN(C(=O)CCc1ccccc1Cl)c1c(N)n(Cc2ccccc2)c(=O)[nH]c1=O	-1	-15	-19	9	-12	-6	-7	-25	0	-6	-1.6
CC1=CC(C)(C)NC(=S)N1c1ccc(Cl)cc1	13	-3	7	2	-5	-24	-2	0	1	-2	-0.2
O=C(Nc1ccc(Cl)cc1)OCc1ccccn1	-86	-92	-33	3	-5	-72	-49	-66	-8	-11	-0.7
CNC(=O)Cn1nc(C)c(S(=O)(=O)N2CCOCC2)c1C	9	-10	0	-1	-4	13	-7	9	2	-9	-0.8
CCOC(=O)c1cc(-c2ccccc2)sc1NC(=O)C(C)Sc1nnc(N)s1 (stereo not given)	-1	-6	22	11	-1	11	-9	14	-3	5	2.6
CCOC(=O)c1ccc(-c2ccc3c(=O)c4ccccc4n(C)c3c2)cc1F	1	4	-4	8	-8	2	0	15	-4	-2	0.4
CCC12CN3CC(CC)(CN(C1)C3c1ccc([N+](=O)[O-])o1)C2=O (stereo not given)	7	-3	-9	-1	-6	-25	-2	6	0	-4	-2.9
CCC(=O)c1ccccc1OCCCN1CCC(Cc2ccccc2)CC1	11	13	21	13	9	22	11	8	1	3	1.0
CC(C)NC(=O)CSCc1c(Cl)cccc1Cl	-9	-24	5	2	0	2	-2	10	-3	7	-1.3
Cc1ccccc1-n1cc(C(=O)c2cc(Cl)ccc2O)cc(C#N)c1=O	7	-1	0	13	1	15	0	18	-15	8	0.2
COc1cc2c(cc1OC)CC(=O)N(C)CC2	-1	6	-37	11	1	-5	-6	23	-3	4	2.9
Cc1ccc2c(c1)cc(CN(Cc1ccc3c(c1)OCO3)C(=O)c1cnccn1)c1nnnn12	-2	1	12	8	6	-11	-13	-8	-6	-14	-1.7
COc1cccc(C(=O)Nn2cnnc2)c1	-9	2	0	-2	-3	7	-4	8	-2	0	-2.4
CCOC(=O)Cc1nnc(NC(=O)C(CC)Sc2nnc3c4ccccc4n(C)c3n2)s1 (stereo not given)	-6	28	6	7	-2	-29	6	12	3	-5	-0.1
CCN(CC)c1ccc(/C=N/OCC(=O)Nc2cccc(C)c2)cc1	-13	-25	-6	-4	9	2	5	17	-2	4	2.6
COc1ccc2c(c1)Cc1sc(NC(=O)c3cccnc3)nc1-2	-5	-20	8	23	-2	-3	-6	-18	-3	-2	-2.7
CCC(C)NC(=O)C1CCN(c2nc(C)cc(C)n2)CC1 (stereo not given)	-3	4	2	1	-4	-7	-3	7	-11	-8	1.1
O=C(Nc1ccccc1)C1CCOC1=O (stereo not given)	-6	4	-6	8	5	-1	nt	7	-11	nt	-0.1
O=C(CSc1nnc(-c2ccco2)n1Cc1ccccc1)c1ccccc1	-47	-28	-15	-4	1	-26	-28	-9	-4	5	-0.3
CCOC(=O)c1c(NC(=O)C(C)Sc2cccc[n+]2[O-])sc2c1CCN(Cc1ccccc1)C2 (stereo not given)	-3	-5	nt	5	3	nt	5	0	0	-4	1.4
Cc1ccc(NC(=O)CN(C)CC(=O)Nc2cccc(F)c2)cc1[N+](=O)[O-]	24	35	59*	10	-1	8	13	28	8	-10	-2.0

# Screens (PubChem)
